# Screens deposited in PubChem BioAssay by several laboratories.
# Glyco luc inh: N-linked glycosylation inhibition | 360,000 compounds, 0.23% hits | reporter increase, % at 12.5 µM | AID 588692 | D54 ERlucT glycosylation luciferase reporter, 24 h; percent of 100 nM tunicamycin response;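 active = mean luciferase reporter signal, scaled so untreated is 0 and the glycosylation-blocking control 100, at or above a set limit in every replicate; inconclusive = mean reaches the limit but not every replicate does; inactive = mean below the limit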;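 also: luciferase carries N-glycosylation sites so blocking glycosylation raises the light; 0% = median of neutral control wells and 100% = median of 100 nM tunicamycin wells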
# TLR9-MyD88 inh: blocks human TLR9 binding to MyD88; Q9NR96+Q99836; CHO BLA complementation TLR9-MyD88, CCF4 FRET ratio; inhibition, % at 4.98 µM; 340,000 compounds, 0.21% hits; AID 504734;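 active = inhibition above the mean over all tested compounds plus 3 SD, cut at about 21% in these data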;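 also: 0% = DMSO only wells and 100% = clavulanate BLA inhibitor control wells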
# Vif imaging: blocks HIV Vif function. HEK293T cells, Vif self-association by quenched fluorescence, imaging, 24 h. inhibition, % at 7.49 µM. 340,000 compounds, 0.35% hits. AID 602346; in the data active = inhibition above about 50%, passing the limit was not always enough; inconclusive = no clear call, values can overlap the other calls; inactive = below about 31%; also: some results filed as inactive read as strong as hits
# Exocytosis inh: lytic granule exocytosis inhibition | TALL-104 LAMP-1 surface exposure, flow cytometry; cells stimulated with thapsigargin and PMA | inhibition, % at 10 µM | 360,000 compounds, 0.66% hits | AID 651702;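 active = inhibition above about 55%, limit read from the data; inconclusive = no clear call, values can overlap the other calls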
# NOD2-RIPK2 inh: inhibitors of human NOD2-RIPK2 interaction. CHO BLA complementation NOD2-RIPK2, CCF4 ratio. inhibition, % at 4.98 µM. 360,000 compounds, 0.38% hits. AID 624267. O43353; in the data active = inhibition above about 21%;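 also: 0% = vehicle only and 100% = reference blocker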
# aDG glyco up: alpha-DG glycosylation activation; 360,000 compounds, 0.22% hits; activation, % at 10 µM; AID 624168; Pro5-aDG cells, alpha-DG glycosylation AlphaScreen (IIH6); 0% Pro5, 100% B10-LARGE cell signal;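 active = activation of at least 8% versus controls, or a plate z-score of at least 8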;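 also: Pro5 are CHO cells carrying HIG-tagged alpha-DG that lacks glycosylation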
# ABHD5-PLIN5 inh: blocks binding of human ABHD5 to perilipin-5 | Split G. princeps luciferase complementation, luminescence, 4 h | AID 602281 | 360,000 compounds, 0.78% hits | inhibition, % at 4 µM;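 active = inhibition above the mean inhibition across every tested compound plus 3 SD, cut at about 22% in these data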;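 also: 0% = DMSO only wells and the 100% control is not disclosed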
# Target sequence (Q00G26 whole entry, looked up): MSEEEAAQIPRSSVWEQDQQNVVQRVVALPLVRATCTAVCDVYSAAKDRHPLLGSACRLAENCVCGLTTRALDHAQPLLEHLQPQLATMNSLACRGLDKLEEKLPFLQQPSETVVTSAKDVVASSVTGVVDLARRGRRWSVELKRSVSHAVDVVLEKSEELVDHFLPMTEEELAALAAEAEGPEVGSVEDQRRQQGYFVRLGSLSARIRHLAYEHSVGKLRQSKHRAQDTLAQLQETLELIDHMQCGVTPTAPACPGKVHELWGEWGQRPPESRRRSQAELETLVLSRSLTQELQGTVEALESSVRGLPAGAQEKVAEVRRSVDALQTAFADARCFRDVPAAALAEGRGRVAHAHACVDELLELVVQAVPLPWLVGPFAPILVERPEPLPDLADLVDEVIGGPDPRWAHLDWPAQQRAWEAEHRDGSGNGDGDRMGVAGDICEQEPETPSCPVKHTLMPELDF
# Target sequence (Q8WTS1 whole entry, looked up): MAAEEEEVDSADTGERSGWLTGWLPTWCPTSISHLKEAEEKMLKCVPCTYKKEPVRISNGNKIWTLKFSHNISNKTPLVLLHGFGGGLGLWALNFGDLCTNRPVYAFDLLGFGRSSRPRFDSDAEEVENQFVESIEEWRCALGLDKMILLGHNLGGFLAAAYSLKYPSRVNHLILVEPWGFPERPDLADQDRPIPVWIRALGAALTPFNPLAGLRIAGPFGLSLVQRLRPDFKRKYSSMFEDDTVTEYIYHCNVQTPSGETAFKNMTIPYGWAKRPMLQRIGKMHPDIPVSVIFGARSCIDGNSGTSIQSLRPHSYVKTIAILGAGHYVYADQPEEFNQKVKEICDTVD
# MC4R ag barr: activates human MC4R beta-arrestin recruitment | U2OS MC4R beta-arrestin complementation, luminescence; percent of melanotan II response, DMSO zero | activation, % at 8.9 µM | 360,000 compounds, 0.98% hits | AID 540308;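 active = activation above a per-plate cutoff, the mean activation of sample wells on that plate plus 3 SD, cut at about 8% in these data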
# ABCB6 inh 2: human ABCB6 transporter inhibition | 360,000 compounds, 0.19% hits | Q9NP58 | AID 602162 | K562-ABCB6 porphyrin accumulation, flow cytometry, 1 h; stronger effect = lower value | fluorescence ratio to DMSO, % at 10 µM;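 active = fluorescence ratio to DMSO below 75%, the collection mean minus 3 SD; inconclusive = too few cells collected in the well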;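 also: signal is porphyrin accumulated inside mitochondria; 100% equals median channel fluorescence of DMSO control wells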
# MC4R antag cAMP: antagonists of human melanocortin 4 receptor (MC4R) | AID 540295 | MC4R-expressing cells, MTII-stimulated cAMP, LANCE TR-FRET | P32245 | 360,000 compounds, 0.48% hits | inhibition, % at 6.5 µM;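 active = inhibition above its plate's cutoff, the mean of tested wells on that plate plus 3 SD, cut at about 29% in these data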;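 also: 0% = Melanotan II alone and 100% = Melanotan II plus saturating MCL0020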
#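 Assay system: U2OS-MC4R stable cell line; Also added: Melanotan II; Technique: Eu-cAMP/anti-cAMP TR-FRET, emission 671 nm; Times: 30-min compound, 1-h challenge, 1-h detection, room temperature.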
# * marks the source's active call; other numbers are inactive results; ? = inconclusive; nt = not tested or not shown.
SMILES,Glyco luc inh,TLR9-MyD88 inh,Vif imaging,Exocytosis inh,NOD2-RIPK2 inh,aDG glyco up,ABHD5-PLIN5 inh,MC4R ag barr,ABCB6 inh 2,MC4R antag cAMP
COc1ccc(NC(=O)NCc2ccc(Cl)cc2)cc1,-1.0,4.5,-4.3,-1.6,-3.1,-0.1,-0.7,-3.7,92.0,18.7
COc1ccc(Cl)cc1NC(=O)CN(C)C(=O)c1cc2c(s1)CCC(C)C2 (configuration not stated),-0.1,0.1,-3.8,9.3,-12.2,0.3,2.0,-1.8,99.0,3.2
c1ccc(Cn2c(CN3CCCC3)nc3ccccc32)cc1,-2.2,-5.2,2.1,0.6,-5.9,0.0,5.3,0.4,107.0,6.3
C=Cn1cc[n+](CC(=O)c2cc(C(C)(C)C)c(O)c(C(C)(C)C)c2)c1,-0.9,5.0,0.2,1.3,0.9,0.0,-1.4,-0.6,107.0,5.3
COc1ccc(CC(=O)Nc2ccc3c(c2)C(=O)N(CCC(=O)O)C3=O)cc1,-0.1,12.8,28.7,-8.5,-12.0,0.0,-1.6,-7.6,99.0,1.1
CCOC(=O)c1ccccc1NC(=S)N1CCCCC1,0.1,4.0,8.0,-1.9,0.4,0.1,-6.9,-0.8,102.0,0.1
CCC1(C)C2(C#N)C(N)=NC(OC)(OC)C12C#N (configuration not stated),-2.5,-5.8,-6.8,2.5,-4.3,0.0,0.9,-0.1,103.0,3.6
Cc1c(NC(=O)c2nn3c(C(F)(F)F)cc(-c4ccccc4)nc3c2Cl)c(=O)n(-c2ccccc2)n1C,1.8,4.4,nt,1.5,8.2,0.2,-3.1,-0.2,96.0,6.8
O=c1c2ccccc2nc(SCc2cccc(F)c2)n1Cc1ccco1,-9.2,-5.3,-10.3,1.9,-15.5,0.2,-0.1,1.2,98.0,9.9
O=C(O)CC1(CC(=O)Nc2cc3ccccc3cn2)CCCCC1,-1.2,nt,-1.6,-8.0,-13.3,-0.1,1.2,-1.5,96.0,13.0
O=C(NCc1ccccc1)c1ccc([N+](=O)[O-])cc1,-2.1,nt,-3.8,-1.8,0.9,0.0,-5.8,nt,98.0,nt
Cc1cc(C)c(C#N)c(SCC(=O)Nc2cc(C)on2)n1,-2.9,-7.8,-2.2,-4.1,-8.0,0.1,-2.7,0.4,98.0,-4.2
Cc1cccnc1NC(=O)c1cccc(S(=O)(=O)N2CCN(c3ccc(F)cc3)CC2)c1,-3.8,-6.3,-5.6,0.4,0.0,0.3,5.7,-1.9,93.0,4.5
C=CCn1c(-c2cccc(S(=O)(=O)N3CCOCC3)c2)n[nH]c1=S,2.4,-4.4,16.0,-1.2,7.9,0.3,-8.3,-2.9,100.0,7.2
Cc1ccc(S(=O)(=O)N(Cc2ccc(Cl)cc2)c2ccccc2C(=O)NCc2cccnc2)cc1,0.2,-3.5,1.9,1.4,12.6,-0.1,-6.1,-1.4,99.0,11.7
CC1CC(NC(=O)Cc2ccc(Br)cc2)CC(C)(C)C1 (configuration not stated),-3.5,10.2,-2.1,3.1,1.0,0.8,-5.6,0.8,98.0,6.5
Cc1ccc(Cl)c(OCC(=O)OC(C)C(=O)NC2CC2)c1 (configuration not stated),0.3,-0.4,-5.0,1.3,0.4,0.0,-1.8,-1.3,84.0,14.7
CC1CCCC(N2CCN(S(=O)(=O)c3ccccc3)CC2)C1 (configuration not stated),-0.2,-1.1,9.6,-12.2,-3.3,0.2,-3.5,-1.2,96.0,9.4
O=C1Nc2ccc(Cl)cc2/C1=C/C1CC=CCC1 (configuration not stated),3.0,-0.9,1.4,11.0,-3.4,0.5,30.1*,2.9,82.0,7.8
O=C(O)/C=C/C(=O)Nc1ccc(S(=O)(=O)Nc2nccs2)cc1,0.6,4.7,-7.3,-1.5,-11.4,-0.3,-3.3,-1.4,101.0,8.4
O=C(Nc1c2c(nn1-c1ccccc1)CS(=O)(=O)C2)c1cc2ccccc2o1,1.3,2.2,10.5,-0.1,-1.2,-0.5,11.0,-2.2,97.0,1.8
COc1cccc(NC(=O)c2ccc3c(c2)C(=O)N(CC2CCCO2)C3=O)c1 (configuration not stated),1.0,-10.4,3.8,1.0,1.6,-0.7,-11.3,0.8,102.0,0.2
COCCN(C(=O)C1CCCC1)c1c(N)n(Cc2ccccc2)c(=O)[nH]c1=O,0.6,1.6,-4.8,0.0,-5.4,0.0,-3.0,1.4,99.0,2.7
CCOC(=O)Nc1ccc2c(c1)N(C(=O)CCCl)c1ccccc1[S@]2=O,-10.4,5.5,-1.8,38.4,14.5,-0.2,5.9,0.9,100.0,22.6
O=C(/C=C/c1cccc(F)c1)Nc1ccc(S(=O)(=O)Nc2ncccn2)cc1,1.6,-6.7,-3.7,2.6,-19.9,-0.1,3.0,-0.6,100.0,11.8
CCc1nc2ccc(C(=O)N(CC)CCN(C)C)cn2c1N(C)Cc1nccs1,-1.3,nt,8.4,1.2,2.2,0.1,-3.1,-2.0,99.0,7.6
Cc1ccnc(NC(=O)c2ccc3c(c2)NC(=O)C(C)S3)c1 (configuration not stated),-17.6,5.8,-3.5,11.7,6.3,-0.1,3.7,-1.2,94.0,2.4
O=C(/C=C/c1ccccc1[N+](=O)[O-])OCC(=O)c1ccccc1,-2.5,-8.6,3.0,-0.5,9.1,-0.1,-3.5,-0.8,98.0,6.4
O=[N+]([O-])c1ccc(Cc2ccncc2)cc1,1.3,-0.5,1.2,4.4,9.8,0.7,8.1,6.4,94.0,-12.3
CC(C)(C)c1c(Cl)c(O)c(-c2ccccc2)c(=O)n1-c1ccccc1,0.1,nt,3.7,-0.1,-2.0,-0.3,1.9,-0.6,101.0,0.4
CCOC(=O)c1ccc(NC(=S)N(CCCN2CCN(CC)CC2)Cc2ccco2)cc1,-1.1,2.1,12.1,8.1,-13.0,0.5,-4.4,-1.3,96.0,8.3
C[C@@H]1CN([C@H](C)CO)S(=O)(=O)c2ccc(C#C[C@@H](C)O)cc2O[C@@H]1CN(C)Cc1ccc(-c2ccccc2)cc1,-0.9,11.1,0.0,22.6,-3.3,0.4,2.7,0.1,93.0,16.9
[N-]=[N+]=NC1c2ccccc2C(=O)N1Cc1ccccc1 (configuration not stated),-1.2,-5.1,8.5,-11.0,15.0,0.0,-1.3,-1.6,96.0,-0.4
COc1ccccc1CNC(=O)c1nnc(Cc2ccc(Cl)cc2)o1,1.1,-3.8,-3.4,-0.6,-1.8,0.2,1.9,-1.1,98.0,0.2
COCCNC(=O)CCCC(=O)NCCOC,3.2,2.8,-0.4,0.9,-8.2,-0.3,-2.0,0.1,91.0,3.6
Cn1nnnc1SCC(=O)Nc1ccccc1Cc1ccccc1,-1.2,-0.4,16.8,-3.7,-10.5,0.1,0.2,-2.1,100.0,8.1
Cc1ccc(SCCSc2nc(N)cc(=O)[nH]2)cc1,0.6,3.8,-5.5,1.9,-12.6,0.1,-4.0,1.5,98.0,15.6
COc1ccc(NC(=O)c2ccco2)cn1,2.0,-4.5,22.5,13.7,-12.8,0.0,4.8,-2.4,100.0,11.4
CN1CCS/C1=C\C=C1/SC(=S)N(CC(=O)O)C1=O,0.7,-4.8,5.9,-1.1,-1.6,-0.2,14.7,-3.0,104.0,-36.0
CC(C)CCN1CN(S(=O)(=O)c2cccs2)c2nc3ccccc3nc21,-1.9,7.1,1.9,-5.7,-3.6,-0.1,3.4,2.3,110.0,2.5
CCOc1ccc(CCNC(=O)c2nnn(CC(=O)Nc3ccc(OC)cc3)c2N)cc1OCC,1.1,-3.1,-3.4,9.7,-5.0,0.3,4.7,0.9,101.0,5.5
O=C(COC(=O)C1CCN(S(=O)(=O)c2ccc3c(c2)OCCO3)CC1)Nc1cc(C(F)(F)F)ccc1Cl,2.1,0.9,-2.2,5.8,-2.8,0.1,-0.7,-1.5,89.0,2.7
COc1cc2cc(C[C@H](C)O)oc(=O)c2cc1OC,2.5,-1.3,1.9,-4.1,4.0,-0.2,6.5,-0.6,100.0,11.6
COCCNC(=O)/C(C#N)=C/c1c(N2CCN(C)CC2)nc2c(C)cccn2c1=O,0.9,-15.3,-2.1,5.3,-0.8,0.3,-1.2,0.5,101.0,6.5
CCOC(=O)c1nn(-c2cccc(OC)c2)c(-c2ccccc2)c1C(=O)c1ccccc1,-2.9,-12.6,?,44.4,3.0,0.1,-10.2,-0.4,95.0,3.3
C=CCn1c(SCC(=O)N(C)CC(=O)Nc2ccc(C)cc2)nnc1-c1ccncc1,1.2,-4.9,2.8,2.1,3.1,-0.1,5.7,-0.7,100.0,3.7
Cc1ccc2nc(NC(=O)CN3C(=O)C4CC=CCC4C3=O)sc2c1 (configuration not stated),-0.3,9.2,-4.9,-2.0,-2.3,-0.1,9.8,-0.3,105.0,6.2
O=C(NCc1nnc(SCC(=O)N2CCCCC2)o1)c1ccc(F)cc1,nt,-4.8,nt,3.0,-9.0,0.1,0.5,-1.3,93.0,1.8
CCCCCCOc1ccc(C(=O)O)cc1C#N,-0.7,-0.7,?,-2.1,-11.2,-0.2,7.8,0.7,97.0,0.2
C=CCn1c(COc2ccc(F)cc2)nnc1SCC(=O)NC1CC1,0.6,-0.5,3.0,3.8,-8.5,0.0,-4.9,-1.8,97.0,-7.4

# Other compounds.
SMILES,Glyco luc inh,TLR9-MyD88 inh,Vif imaging,Exocytosis inh,NOD2-RIPK2 inh,aDG glyco up,ABHD5-PLIN5 inh,MC4R ag barr,ABCB6 inh 2,MC4R antag cAMP
COCCN=c1scc(-c2cc(OC)ccc2OC)n1/N=C/c1c[nH]c2ccccc12,-1.1,4.6,0.5,13.4,4.7,-0.7,20.0,-0.4,93.0,5.7
CCc1ccc(NC(=O)/C(C#N)=C/c2ccncc2)cc1,8.3,-2.1,9.3,-11.7,-5.4,0.6,-5.8,-0.5,105.0,16.9
CCO[C@@H]1OC(C(=O)N2CCN(Cc3ccccc3)CC2)=C[C@H](c2ccccc2)[C@H]1CCCO,-0.5,1.0,3.4,2.6,-9.5,0.4,9.8,-2.5,98.0,3.6
CCc1nc2ccc(C(=O)NCCN3CCOCC3)cn2c1N(C=O)Cc1ccc(OC)cc1,1.2,nt,11.7,-5.0,-6.0,0.0,3.5,-1.5,91.0,14.4
Cc1cccc(NC(=O)c2cc(NC(=O)C3CCCCC3C(=O)O)ccc2N2CCCCC2)c1 (configuration not stated),-0.7,6.6,nt,1.7,2.5,-0.1,-0.7,-2.3,99.0,12.5
CC(C)CNC(=O)c1cccc(NC(=O)COc2ccc([N+](=O)[O-])cc2)c1,-2.2,-2.8,-10.9,-1.7,-10.7,0.8,3.2,-1.6,100.0,1.3
COc1ccc(OC)c(CCNC(=O)Cn2cccc2C(=O)c2ccccc2C)c1,-1.8,11.0,-4.2,0.3,-11.8,1.3,-2.0,-2.5,96.0,4.5

# These rows are one share of the data; count on the stated rates, not on these rows.
